RPL19A-GFP yeast: RPL19A-GFP expression modulators in yeast, primary screen, cell-based, S. cerevisiae, multiplex flow cytometry, MLPCN | S. cerevisiae RPL19A-GFP strain, 3 h; stronger effect = lower value | percent response vs DMSO, % at 10 µM | hit rate 0.3% among 330,000;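 active means percent response vs DMSO below 50%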;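 further: median channel GFP fluorescence of the barcoded RPL19A-GFP strain; ratio of sample median GFP to plate DMSO average so 100% = DMSO; lower means less RPL19A-GFP as with rapamycin TOR inhibition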
LAP4-GFP MLPCN: modulators of LAP4-GFP expression in yeast, primary screen, S. cerevisiae, multiplex flow cytometry, MLPCN library; 3 h; median GFP as percent of DMSO wells; GFP response vs DMSO, % at 10 µM; hit rate 0.34% among 320,000;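 active means GFP response vs DMSO above a set limit, about the screen mean plus 3 SD, cut at about 150% in these data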
EBNA-1 inh: EBNA-1 DNA-binding inhibitors, primary screen, biochemical, fluorescence polarization | AID 1950, 2009 | hit rate 0.34% among 300,000 | inhibition, % at 14.8 µM; in the data active means inhibition above about 28%
ZTA counter: ZTA (EBV) inhibition in EBNA-1 counter-screen. hit rate 0.15% among 320,000. ZTA-DNA binding, fluorescence polarization. inhibition, % at 11 µM. AID 2234. P03206; in the data active means inhibition above about 33%
procasp7 counter: procaspase-7 activators, primary screen, counter-screen for procaspase-3 activator project, biochemical, absorbance, HTS, human | activation, % at 8.5 µM | hit rate 0.093% among 330,000 | recombinant procaspase-7, Ac-DEVD-pNA absorbance 405 nm; D23A/D198A/D206A triple mutant, cannot self-cleave; scale: DMSO 0, 5 µM enzyme 100 | Caspase-7 (Homo sapiens), P55210 | AID 463210, 2010;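 active means percent activation above the screen-wide mean plus 3 SD, cut at about 25% in these data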
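System: Procaspase-7 triple mutant (PC-7 D3A); measure: % activation from two-timepoint absorbance difference, scaled to controls; times: 1 h compound preincubation, 2 h substrate cleavage, 25 °C; also added: Ac-DEVD-pNA substrate, 400 µM as added; measured by: Epi-absorbance of released pNA at 405 nm, two timepoints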
MEP2-GFP yeast: modulators of MEP2-GFP levels in yeast, primary screen, S. cerevisiae, multiplex flow cytometry, MLPCN library. S. cerevisiae MEP2-GFP strain, 3 h; 100% = DMSO control level. GFP response vs DMSO, % at 10 µM. hit rate 0.51% among 330,000;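 active means GFP response versus DMSO above a set limit, roughly screen mean plus 3 SD, cut at about 180% in these data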;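 further: median GFP fluorescence of the barcode-gated MEP2-GFP cells per well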
AHR activator: AHR activators, primary screen, cell-based, luminescence, luciferase reporter, human; Aryl hydrocarbon receptor (Homo sapiens), P35869; AHR-responsive luciferase reporter cells; activation, % at 5 µM; hit rate 2.5% among 320,000; AID 2796, 2010; in the data active means activation above about 47%;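 further: 0% = vehicle wells and 100% = reference agonist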
proCasp3 act: activators of human procaspase-3 D3A mutant, primary screen, biochemical, absorbance, PC-3 D3A mutant, single concentration | Caspase-3 (Homo sapiens), P42574 | recombinant procaspase-3 D3A, Ac-DEVD-pNA absorbance 405 nm | activation, % at 8.5 µM | hit rate 0.11% among 330,000;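 active means activation above the mean of all tested compounds plus 3 SD, cut at about 21% in these data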;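 further: 0% = DMSO alone and 100% = DMSO wells spiked with extra 5 µM PC-3 D3A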
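material = Procaspase-3 D3A mutant | probe or stimulus = Ac-DEVD-pNA | compound = single dose, 8.5 µM nominal compound, 0.8% DMSO | timing = 1 h preincubation, 2 h reaction | measured by = 405 nm absorbance of p-nitroaniline, reads at 0 and 120 min | benchmarks = DMSO-only low control, 5 µM PC-3 D3A high control | repeats = singlicate, each compound tested once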
The depositor's hits bear a star; nt = no result given; [ ] = another dose, or the depositor's remark. Random draw from the library; about 3.8% have a hit in one of these screens.

SMILES	RPL19A-GFP yeast	LAP4-GFP MLPCN	EBNA-1 inh	ZTA counter	procasp7 counter	MEP2-GFP yeast	AHR activator	proCasp3 act
Cc1occc1-c1nnc(SCc2cc(=O)n3cc(Br)ccc3n2)n1C	101	95	17	14	7	94	-1	-3
CCCc1nnc(SCC(=O)Nc2ccc(OC)cc2)n1N	96	98	3	5	1	103	-1	5
O=C(NCC1CCCO1)c1cc2c(s1)CS(=O)(=O)C2 (stereo not given)	98	95	-13	5	4	100	-2	-6
COc1ccc(NC(=O)CSCC(=O)Nc2nnc(CC(C)C)s2)cc1	106	106	1	13	8	107	-1	1
CNC(=O)c1sc(SC)cc1-c1ccc(Cl)cc1	102	100	10	1	15	94	6	3
CCCCCC1C/C(=N\O)C=C(C)C1C(=O)OC (stereo not given)	96	98	12	8	-5	98	1	-4
CCOc1ccccc1NC(=O)Cn1c(=O)sc2ccccc21	105	96	-7	-2	-3	101	22	-1
CCOC(=O)NC(=O)/C(C#N)=N\Nc1ccc(Cl)cc1	102	106	-3	-5	-1	108	4	-2
COC(=O)c1ccc(-n2nnnc2SCc2nn[nH]n2)cc1	100	101	4	-15	-4	102	1	1
CCN(C[C@H]1N[C@@](CC)(C(=O)OC)[C@H]2C(=O)N(C)C(=O)[C@@H]12)S(=O)(=O)c1ccc(-c2ccccc2)cc1	91	93	nt	nt	11	86	0	4
COc1ccccc1NC1=NC(c2ccc(Cl)cc2)N=C(N)N1 (stereo not given)	109	105	-7	-23	8	106	7	-7
CC1(C)Cc2c(sc(NC(=O)c3ccc(Br)o3)c2C#N)CO1	99	107	-7	-18	3	98	9	-2
C[C@@H]1CN(Cc2nc(-c3cnccn3)no2)C[C@H](C)O1	94	94	-1	9	5	90	1	-7
CCCNC(=O)c1ccc(N2CCC3(CC2)CC(c2ccccc2)=NO3)c(NC(=O)c2ccc(Br)cc2)c1	105	112	24	4	7	96	3	-3
O=C(CNC(=O)c1sc2ccccc2c1Cl)NCc1ccccc1	98	81	8	-5	-5	101	-2	5
COc1cc(C=O)ccc1OC(=O)N1CCOCC1	106	98	2	7	2	104	5	3
CC(=O)Nc1cccc(NC(=O)CCc2ccccc2)c1	93	91	0	-26	4	99	9	-6
O=C(NCc1ccccc1)c1ccccc1-c1nc2ccccc2[nH]1	104	91	-1	-9	3	108	12	5
Cn1cccc1/C=N\NC(=O)C1COc2ccc(C(C)(C)C)cc2O1 (stereo not given)	98	105	0	4	-3	109	-1	3
CCOCC(=O)Nc1cc(Cl)ccc1C	102	107	0	-3	8	105	-1	0
CN(CCNC(=O)c1cccc(N2CCCC2=O)c1)Cc1ccccc1	106	100	-14	-6	0	98	1	4
C=CCn1c(Cc2ccc(OC)cc2)nnc1SCC(=O)NCCc1ccccc1	102	102	-4	-19	-3	110	-2	1
O=C(Nc1cc(S(=O)(=O)N2CCOCC2)ccc1N1CCOCC1)c1cnccn1	105	95	-5	3	-9	94	-8	-4
O=C(COc1ccc(Cl)cc1)NNC(=O)c1ccncc1	95	93	nt	6	10	96	0	5
Cc1ccc(S(=O)(=O)CCC(=O)N2CCN(c3ccc(Cl)cc3)CC2)cc1	92	109	2	11	4	100	-2	1
O=C(CSc1nnc(-c2ccc(C(F)(F)F)cn2)o1)Nc1cccc(Cl)c1	99	107	-1	14	6	96	-5	-7
CCOc1ccc(C2C(C(=O)OC)=CN(C(C)c3ccccc3)C=C2C(=O)OC)cc1 (stereo not given)	103	93	0	-1	16	101	1	10
CCCCOC(=O)c1cc(C)nc2ccc(Br)cc12	99	99	-7	-6	-3	101	1	0
CN(C)c1ccc(CNc2ccc3c(c2)ncn3C(C)(C)C)cc1	103	97	-7	4	-2	95	1	-4
CCN1C(=O)[C@H]2[C@@H](c3ccc(OC)cc3)N3C(=O)CN(Cc4ccccc4)C(=O)[C@@]3(Cc3ccccc3)[C@H]2C1=O	86	105	1	-1	2	86	1	0
CCOc1cc(N2CCOCC2)c(OCC)cc1NC(=O)COC(=O)CCOc1ccc(C(C)(C)C)cc1	95	104	3	3	-5	98	0	6
O=C(NC(=S)NCCC1=CCCCC1)c1ccc(Br)o1	94	119	-14	-1	-14	104	26	-3
CCNc1nc(CN2CCOCC2)nc2sc3c(c12)CCC3	104	97	9	3	8	102	1	0
Cc1nn(Cc2ccc(Cl)cc2)c2sc(C(=O)OCC(N)=O)cc12	98	102	1	-15	5	98	1	-2
COc1cccc(CNc2ccc3[nH]c(=O)[nH]c3c2)c1OCc1ccccc1Cl	109	92	-2	10	-18	113	32	-10
CCN(CC)CCN(Cc1cc2cc3c(cc2[nH]c1=O)OCO3)C(=S)NCCCOC	101	94	-2	-12	10	106	0	0
CCN(CC)C(=O)N1CCN(C(=O)c2ccc(C)cn2)CC1	99	100	10	0	8	117	0	7
O=C(Nc1cccc(F)c1)c1ccc(S(=O)(=O)N2CCCCC2)cc1	101	101	4	2	15	92	13	5
CN(Cc1cnn(C)c1)C(=O)C1CCC(=O)N(Cc2cccc(F)c2)C1 (stereo not given)	92	94	14	-12	2	89	0	3
Cc1ccc(C(=O)C(OC(=O)COc2ccccc2C)c2ccccc2)cc1 (stereo not given)	100	94	-6	4	1	95	-1	9

Individual results from the entries so far.
RPL19A-GFP yeast result of `CCN(CC)CCN(Cc1cc2cc3c(cc2[nH]c1=O)OCO3)C(=S)NCCCOC` reads 101
proCasp3 act result of `Cc1ccc(C(=O)C(OC(=O)COc2ccccc2C)c2ccccc2)cc1` (stereo not given) reads 9
ZTA counter result of `CN(CCNC(=O)c1cccc(N2CCCC2=O)c1)Cc1ccccc1` reads -6
ZTA counter result of `O=C(Nc1cccc(F)c1)c1ccc(S(=O)(=O)N2CCCCC2)cc1` reads 2
MEP2-GFP yeast result of `O=C(Nc1cc(S(=O)(=O)N2CCOCC2)ccc1N1CCOCC1)c1cnccn1` reads 94

Complete entries, looked up by structure:
`Cn1cccc1/C=N\NC(=O)C1COc2ccc(C(C)(C)C)cc2O1` (stereo not given) across the screens: RPL19A-GFP yeast: 98; LAP4-GFP MLPCN: 105; EBNA-1 inh: 0; ZTA counter: 4; procasp7 counter: -3; MEP2-GFP yeast: 109; AHR activator: -1; proCasp3 act: 3
`CN(Cc1cnn(C)c1)C(=O)C1CCC(=O)N(Cc2cccc(F)c2)C1` (stereo not given) across the screens: RPL19A-GFP yeast: 92; LAP4-GFP MLPCN: 94; EBNA-1 inh: 14; ZTA counter: -12; procasp7 counter: 2; MEP2-GFP yeast: 89; AHR activator: 0; proCasp3 act: 3

Next part.
SMILES	RPL19A-GFP yeast	LAP4-GFP MLPCN	EBNA-1 inh	ZTA counter	procasp7 counter	MEP2-GFP yeast	AHR activator	proCasp3 act
Cc1ccc2[nH]c(=O)c(COC(=O)C3CCCO3)cc2c1 (stereo not given)	99	95	6	9	2	108	1	-4
CCOc1ccc(NC(=O)C2CCN(C(=O)NC3CCCCC3)CC2)cc1	105	101	0	-8	8	104	2	4
Nc1nonc1C(=O)NCCNCc1ccccc1OCc1ccccc1F	107	101	-14	-9	8	104	2	7
CCCn1c(SCC(=O)NC2CC2)nnc1-c1ccccn1	100	101	-4	3	-3	108	5	-4
Cc1nc2oc(C(=O)c3ccccc3)c(N)c2c2c1COC(C)(C)C2	102	111	7	-6	-5	91	13	0
O=C(Nc1ccc(Br)cc1)c1ccc2ncsc2c1	104	112	3	3	-11	106	16	-4
COc1ccccc1N=Cc1c(C)[nH]n(-c2ccc(C)cc2C)c1=O	96	98	-7	-3	-5	95	3	-1
CCC(C)N(C(=O)CSc1nnc(-c2ccco2)n1C)C1CCS(=O)(=O)C1 (stereo not given)	101	100	2	-8	2	100	-2	-6
COc1cc(C(C)=O)ccc1Oc1ccc(S(=O)(=O)N2CCOCC2)cn1	112	109	nt	-6	-1	110	0	-1
Cc1cccc(Cn2nc(-n3cccc3)c3c(C)cc(C)nc32)c1	96	114	-2	-11	7	104	-1	2
CSc1ccc(C2c3[nH]c4ccccc4c3CCN2C(=O)c2ccnn2C)cc1 (stereo not given)	99	96	0	-20	2	100	37	2
CC1=CN2C(=N)/C(=C/c3ccc(C)o3)C(=O)N=C2S1	107	104	-1	4	-12	107	26	3
O=S(=O)(CCC1CCCCN1)c1ccccc1 (stereo not given)	104	90	0	1	-5	101	2	-2
COc1cc(C)c(Br)cc1S(=O)(=O)NCc1ccncc1	99	102	-7	-10	6	96	0	-7
COc1cccc(C(=O)/C=C/c2ccc(SC)cc2)c1	102	115	-4	4	6	106	-6	11
CCCCNC(=O)n1c(SC)nc2ccccc21	53[may fluoresce violet]	119[may fluoresce violet]	-11	2	-4	379*[may fluoresce violet]	3	8
CC(=O)NNC(=S)Nc1cccc(F)c1	110	nt	6	-4	2	100	-3	4
O=C(Cn1nc(-c2ccccc2)ccc1=O)NCc1ccc2c(c1)OCO2	96	101	-1	-10	-1	98	68*	9
CCOc1ccc(CN2CCNC(=O)C2CC(=O)NCCN2CCOC2=O)cc1 (stereo not given)	103	103	-6	-8	7	107	-1	-2
Cc1ccc2nc(N(CCCN(C)C)C(=O)CS(=O)(=O)c3ccccc3)sc2c1	96	114	-10	7	10	94	-7	12
CCOc1ccc(NS(=O)(=O)c2ccc(C(=O)N3CCN(c4ncccn4)CC3)cc2)cc1	101	104	6	5	-1	101	3	1
CC(C(=O)NCC1CCCCC1)N(C)Cc1cccc(Cl)c1 (stereo not given)	93	85	7	4	-2	99	1	0
O=C(c1ccco1)N1CCN(C(=O)c2snc3ccc(Cl)cc23)CC1	101	104	-2	-10	-5	105	-1	-4
C=CCn1c(NS(=O)(=O)c2ccccc2)c(S(=O)(=O)c2ccc(C)cc2)c2nc3ccccc3nc21	95	91	15	56*	-25	91	12	-15
O=C(COc1ccccc1Cl)NC1CC1	105[may fluoresce green]	92[may fluoresce green]	4	19	2	101[may fluoresce green]	-6	-1
Cc1ccc(NC(=O)Cn2c(=O)oc3cc(S(=O)(=O)N4CCC(C)CC4)ccc32)cc1C	99	103	21	-9	7	102	-3	-2
COc1ccccc1NC(=O)NC1CCS(=O)(=O)C1 (stereo not given)	104	104	-9	-10	9	111	-2	4
Cc1ccc(S(=O)(=O)N/N=C/c2ccc3nccnc3c2)cc1	107	125	3	-17	-18	125	1	-14
O=C(C1CC(=O)N(c2ccc(F)cc2)C1)N1CCC(c2nc3ccccc3[nH]2)CC1 (stereo not given)	102	98	-3	-9	5	98	-1	9
NC(=O)C1CCN(C(=O)CSc2nc(O)cc(=O)[nH]2)CC1	102	102	-1	8	-3	101	0	0
O=[N+]([O-])c1ccccc1S(=O)(=O)N1CCN(c2ccc(F)cc2)CC1	100	102	3	4	-5	108	0	15
Cc1ccc(NC(=O)CCNS(=O)(=O)c2ccc3c(c2)CCC(=O)N3)cc1F	107	93	-9	2	-14	96	6	-3
COc1cc(/C=C(/C#N)c2nc3ccccc3[nH]2)ccc1OCC(=O)Nc1ccccc1C(C)C	102	104	5	8	-1	110	2	-15
c1ccc(COc2ccc(CNn3cnnc3)cc2)cc1	95	97	-2	-5	16	98	1	-8
NNc1ncnc2c1cnn2-c1ccccc1	97	109	-5	-14	-4	102	61*	4
C#CCOCCOCCOCCNc1nc(N2CCN(C(=O)[C@H](Cc3cc4ccccc4[nH]3)n3cc(C(N)CC(C)C)nn3)CC2)nc(N2CCN(C(=O)[C@H](CCC(=O)O)n3cc(C(N)[C@H](C)CC)nn3)CC2)n1 (stereo not given in full)	103	113	3	-32	-9	97	14	-8
Cc1nc2ccc(NC(=O)c3cc(S(=O)(=O)N4CCOCC4)ccc3C)cc2s1	95	98	-7	-3	3	100	4	-4

Screens (PubChem BioAssay)
